Abeta rescue – qHTS for compounds that reverse cellular toxicity of Amyloid beta (A-beta) peptide in yeast: Primary Screen; Potency, µM (highest dose often 46.1 µM), for inactives: top-dose growth rescue, most hits filed as activators; yeast expressing A-beta42, growth rescue, OD600, 48 h; response scale: 0% DMSO, 100% iron-clioquinol control; AID 1347071, 2019; 410,000 tested, 0.063% active; also: potency is read from the fitted curve at half-maximal effect; nearly all actives have a fitted effect of over 55% in size
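Yeast growth medium received pinned compounds, then yeast cells expressing toxic A-beta were added; plates incubated at 30 C for 48 hr. Growth read as absorbance at 600 nm, normalized to DMSO and equimolar FeCl3 plus clioquinol controls.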
Akt phos inh – HTS Assay for Inhibitors of Akt Phophorylation: Primary Screen; activity change, % for hits at 50 µM; 360,000 tested, 0.32% active; Neuro2A IGF-stimulated pAkt S473 HTRF, 20 min; hits give low values; in the data active = activity change below about -80%; inconclusive = mostly about -51% to -80%; also: % is scaled to controls: 0 for no effect and ±100 for the full control effect
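Neuro2A cells in DMEM with 0.5% FBS, overnight at 37 deg C, given compound at single 50 µM final, then IGF (6 nM final) for 20 min at 37 deg C. Lysed; phospho-Akt Ser473 by HTRF after 24 h, 665/615 ratio.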
Nrf2 activator – qHTS of Nrf2 Activators; AREc32 ARE-luciferase reporter (MCF7-derived line), luminescence, 24 h; Potency, µM (highest dose often 46.1 µM), for the others: top-dose activation, most hits filed as activators; 410,000 tested, 0.31% active; AID 624171, 2012; also: potency is read from the fitted curve at half-maximal effect; % of control where 0% means no effect; nearly all actives have a fitted effect of over 65% in size
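Luciferase luminescence (Steady-Glo, 30 min at room temperature) served as the read-out of ARE activation in AREc32 cells treated with compounds for 24 hr at 37 deg C.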
TGFb inhibitor – qHTS for Inhibitors of TGF-b. 410,000 tested, 1.2% active. AID 588855, 2011. Potency, µM (top dose mostly 46.1 µM), for the others: at the highest dose activity, negative = inhibition, hits mostly inhibitors. HepG2 CAGA-GFP TGF-b/SMAD3 reporter, GFP fluorescence, 18 h; TGF-beta stimulated, 500 pg/mL final; also: potency is read from the fitted curve at half-maximal effect; % is scaled to controls: 0 for no effect and ±100 for the full control effect; nearly all actives have a fitted effect of over 65% in size
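Inhibition of TGF-beta-driven CAGA-GFP reporter expression in HEPG2 cells is measured by cellular GFP fluorescence after 18 h stimulation with 500 pg/mL recombinant TGF-beta in 1% FBS medium at 37 degrees C.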
Nrf2 block – Nrf2 qHTS screen for inhibitors; A549 ARE-Fluc reporter, luciferase luminescence, 18-24 h; Potency, µM (highest dose often 46 µM), without a hit: top-dose activity change, negative = inhibition, actives largely listed as inhibitors; 360,000 tested, 2.1% active; AID 504444, 2011; also: potency is read from the fitted curve at half-maximal effect; % is scaled to controls: 0 for no effect and ±100 for the full control effect; nearly all actives have a fitted effect of over 60% in size
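Reporter: ARE-Fluc in A549. Exposure: 18-24 h, 37 °C, 5% CO2, 5% FBS OPTI-MEM. Readouts: fluorescent cytotoxicity (CellTiter-Fluor), then luminescent Nrf2 signal after BugLite.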
CCT modulator – High-Throughput Screening for Modulators of Cytosolic Chaperonin Activity | purified chaperonin ATPase assay, HTRF ADP detection, 30 min | activity change, % (test concentration not listed), hits read low | 360,000 tested, 0.3% active | AID 651819, 2012; in the data active = activity change below about -30%; also: % is scaled to controls: 0 for no effect and ±100 for the full control effect
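ATPase activity: ADP formed was measured by HTRF Transcreener (665/615 nm ratio) after 30 min at 37 deg C with 10 uM ATP. Compounds screened at one 76 uM concentration against 40 or 20 nM TRiC in Tris pH 7.4/KCl/MgCl2/DTT buffer.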
HepG2 tox – qHTS for Inhibitors of TGF-b: Cytotox Counterscreen. 410,000 tested, 0.76% active. Potency, µM (series often up to 46.1 µM), for inactives: at the top dose activity change, negative = cytotoxicity, usual class: cytotoxic. HepG2 CAGA-GFP viability, ATP luminescence, 18 h; also: potency is read from the fitted curve at half-maximal effect; some results filed as inactive show a strong effect at the top dose
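HepG2 CAGA-GFP cells (1000/well, DMEM with 1% FBS) received compound, then TGF-beta at 500 pg/mL final, and were incubated 18 hours at 37 degrees C. Viability was read by CellTiter-Glo luminescence. Media-only wells were set as complete cell-killing and DMSO as no toxicity.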
MmCpn inh – Inhibitors of TCP-1 ring complex (TRiC) of Methanococcus maripaludis (MmCpn): qHTS | AID 504842, 2011 | purified Mm-Cpn ATPase, ADP Transcreener TR-FRET | 330,000 tested, 0.031% active | Potency, µM (highest dose often 76.9 µM), inactives show top-dose activity, negative = inhibition, actives largely listed as inhibitors | Chaperonin Mm-Cpn (Methanococcus maripaludis); also: potency is read from the fitted curve at half-maximal effect; % is scaled to controls: 0 for no effect and ±100 for the full control effect; nearly all actives have a fitted effect of over 80% in size
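ATPase read-out: TR-FRET ADP immunoassay (anti-ADP Eu cryptate vs ADP-d2), ex 320 nm, em 590/665 nm; signal drops as ADP forms. Enzyme 25 nM, ATP 10 uM, 30 min at 37°C after 10 min compound preincubation.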
A549 tox – Nrf2 qHTS screen for inhibitors: counterscreen for cytotoxicity; A549 ARE-Fluc cells, CellTiter-Fluor viability, 18-24 h; Potency, µM (titrated, usually from 46 µM), for the others: at the top dose activity change, negative = cytotoxicity, actives largely listed as inhibitors; 390,000 tested, 0.16% active; AID 504648, 2011; also: potency is read from the fitted curve at half-maximal effect; % is scaled to controls: 0 for no effect and ±100 for the full control effect
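A549 ARE_Fluc cells in 5% FBS OPTI-MEM were exposed to compounds in concentration-response for 18-24 h at 37 deg C. Viability was read by CellTiter-Fluor fluorescence (Ex 405/Em 525) after 30 min, before the luciferase read.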
* marks the source's active call; other numbers are inactive results; & = joins results of further samples; [ ] = dose if it differs, or a comment. Unless noted, calls follow the shape of the dose curve; as a rule, active = well fitted curve in the direction sought with a large enough effect; inconclusive = small, poorly fitted or top-dose-only effect, or another doubt; inactive = no such curve, though single readings can be large; an effect the other way counts as inactive or inconclusive.

For Cc1cccc(CCN(C(=O)c2csnn2)C(C(=O)NC2CCCC2)c2ccco2)c1 (stereo not drawn) the results were Abeta rescue 18%, Akt phos inh inactive, Nrf2 activator 0.4%, TGFb inhibitor inconclusive, Nrf2 block inconclusive, CCT modulator 0.9, HepG2 tox -4%, MmCpn inh 0% and A549 tox -8%.
Screening C[C@@H]1CN([C@@H](C)CO)C(=O)CCCn2nncc2CO[C@H]1CN(C)Cc1ccc(Cl)c(Cl)c1 returned Abeta rescue 2%, Akt phos inh inactive, Nrf2 activator 0.2%, TGFb inhibitor 6%, CCT modulator -1.2 and HepG2 tox 1%.
For CCC1(C)SC(NC(C)=O)=NN1C(C)=O (stereo not drawn) the results were Abeta rescue -14%, Akt phos inh inactive, Nrf2 activator -0.2%, TGFb inhibitor 82%[activator], Nrf2 block -14%, CCT modulator 1.4, HepG2 tox 21%, MmCpn inh 1% and A549 tox 3%.
Screening CCc1ccc(N2CC(C(=O)NNC(=O)c3ccc(F)cc3)CC2=O)cc1 (stereo not drawn) returned Abeta rescue -9%, Akt phos inh inactive, Nrf2 activator 2.6%, TGFb inhibitor -26%, Nrf2 block 5%, CCT modulator 1.7, HepG2 tox 12%, MmCpn inh 1% and A549 tox 0%.
`Cc1cccc(-c2nc(C(N)=O)c3c(n2)n(-c2ccc4c(c2)OCO4)c(=O)n3C)c1` gave Abeta rescue -11%, Nrf2 activator 0.1%, TGFb inhibitor inconclusive, Nrf2 block 9%, HepG2 tox -9% and A549 tox -5%.
COc1ccc2cc(C(C)C(=O)O)ccc2c1 (stereo not drawn) was read as Abeta rescue -41%[inhibitor], Akt phos inh inactive, Nrf2 activator 0.7%, TGFb inhibitor 0%, Nrf2 block 4%, CCT modulator -3.4, HepG2 tox 0%, MmCpn inh -11% and A549 tox -2%.
CN(C(=O)Nc1ccc(Cl)cc1)c1c2c(nn1C)CCCC2 was read as Abeta rescue 21%, Akt phos inh -87%*, Nrf2 activator 0.5%, TGFb inhibitor 5%, Nrf2 block -14%, CCT modulator -2.0, HepG2 tox -19%, MmCpn inh 2% and A549 tox 2%.
For Cc1cc(C)n(-c2ccc(C(=O)OCC(=O)N(CC(C)C)C3CCS(=O)(=O)C3)cc2)n1 (stereo not drawn) the results were Abeta rescue 16%, Akt phos inh inactive, Nrf2 activator 2.7%, TGFb inhibitor -6%, Nrf2 block inconclusive, CCT modulator 2.6, HepG2 tox -3%, MmCpn inh 1% and A549 tox 3%.
For CCOc1cc(N2CCOCC2)c(OCC)cc1NC(=O)Cn1[nH]c(=O)c2ccccc2c1=O the results were Abeta rescue -14%, Akt phos inh inactive, Nrf2 activator 0.3%, TGFb inhibitor -13%, Nrf2 block 1%, CCT modulator 1.4, HepG2 tox 2%, MmCpn inh 0%&-1% and A549 tox 0%.
`CCCCCc1c(-c2cccc(F)c2)ncn1CCc1ccccc1OC` gave Abeta rescue 4%, Akt phos inh inactive, Nrf2 activator -0.7% and CCT modulator 1.5.
`COc1ccc(/C=C2\SC(=S)N(CCCC(=O)Nc3ccccn3)C2=O)cc1OC` gave Abeta rescue -4%, Akt phos inh inactive, Nrf2 activator 6.3%, TGFb inhibitor 7%, Nrf2 block 22%, CCT modulator -2.9, HepG2 tox -42%, MmCpn inh 0% and A549 tox -6%.
Screening O=C(Cc1cccs1)N(Cc1ccco1)C1(C(=O)NC2CCCC2)CCCCC1 returned Abeta rescue 0%, Akt phos inh inactive, Nrf2 activator 0.7%, TGFb inhibitor 6%, Nrf2 block -23%, CCT modulator -2.4, HepG2 tox -11%, MmCpn inh 0% and A549 tox -20%.

Molecules listed so far that contain a Cl atom:
Screening C[C@@H]1CN([C@@H](C)CO)C(=O)CCCn2nncc2CO[C@H]1CN(C)Cc1ccc(Cl)c(Cl)c1 returned Abeta rescue 2%, Akt phos inh inactive, Nrf2 activator 0.2%, TGFb inhibitor 6%, CCT modulator -1.2 and HepG2 tox 1%.
CN(C(=O)Nc1ccc(Cl)cc1)c1c2c(nn1C)CCCC2 was read as Abeta rescue 21%, Akt phos inh -87%*, Nrf2 activator 0.5%, TGFb inhibitor 5%, Nrf2 block -14%, CCT modulator -2.0, HepG2 tox -19%, MmCpn inh 2% and A549 tox 2%.

Next structures follow.
Cc1cccc(Oc2ccccc2NC(=O)c2cnccn2)c1 was read as Abeta rescue 0%, Akt phos inh inactive, Nrf2 activator -1.3%, TGFb inhibitor -8%, CCT modulator -0.6, HepG2 tox -8%, MmCpn inh 3% and A549 tox 13%.
N#C/C(=N/Nc1ccccc1[N+](=O)[O-])C(N)=S was read as Abeta rescue 30%, Akt phos inh inactive, Nrf2 activator 3.6%, TGFb inhibitor inconclusive, Nrf2 block -17%, CCT modulator -0.7, HepG2 tox -36%, MmCpn inh 4% and A549 tox -22%.
COc1cc(/C=C2\SC(=S)N(CCCCC(=O)O)C2=O)ccc1OS(=O)(=O)c1ccc(C)cc1 was read as Abeta rescue 12%, Akt phos inh inactive, Nrf2 activator inconclusive, TGFb inhibitor -13%, Nrf2 block 13%, CCT modulator 1.5, HepG2 tox -33%, MmCpn inh 4% and A549 tox 0%.
`COc1ccc(OCC(=O)Nc2ccccc2C(=O)OCc2cc(=O)n3nc(C)sc3n2)cc1` gave Abeta rescue -8%, Nrf2 activator 0.0%, TGFb inhibitor -1%, HepG2 tox 11% and A549 tox 1%.
CC(C)CN(C(=O)C1CCCCC1)C1CCS(=O)(=O)C1 (stereo not drawn) was read as Abeta rescue -7%, Akt phos inh inactive, Nrf2 activator 0.4%, TGFb inhibitor inconclusive, Nrf2 block inconclusive, CCT modulator 2.8, HepG2 tox 0%, MmCpn inh 1% and A549 tox -3%.
Screening COc1ccc(C(C)(C)C)cc1NC(=O)C1C2C=CC(C2)C1C(=O)O (stereo not drawn) returned Abeta rescue 4%, Akt phos inh inactive, Nrf2 activator -0.5%, TGFb inhibitor 5%, Nrf2 block inconclusive, CCT modulator 0.1, HepG2 tox 1%, MmCpn inh -2% and A549 tox -3%.
Screening CC(C)(C)OC(=O)NCCC(=O)N/N=C/c1cccc2nccnc12 returned Abeta rescue -8%, Akt phos inh inactive, Nrf2 activator 0.7%, TGFb inhibitor inconclusive, Nrf2 block -22%, CCT modulator 1.0, HepG2 tox -24%, MmCpn inh 1% and A549 tox -1%.
NC(=O)C1CCN(C(=O)c2ccccc2NC(=O)c2nsc3ccccc23)CC1 was read as Abeta rescue -11%, Nrf2 activator 6.2%, TGFb inhibitor -22%, HepG2 tox -38% and A549 tox 19%.
Screening COc1ccccc1CNC(=O)COCc1cc(-c2ccc3c(c2)OCO3)on1 returned Abeta rescue -4%, Nrf2 activator 4.0%, TGFb inhibitor -39%, Nrf2 block -27%, HepG2 tox -4% and A549 tox 10%.
Screening COc1cc(C(=O)Nc2ccc(Oc3ncnc4sc(-c5ccccc5)cc34)cc2)cc(OC)c1OC returned Abeta rescue 6%, Akt phos inh inactive, Nrf2 activator -0.4%, TGFb inhibitor 5%, Nrf2 block -17%, CCT modulator -2.3, HepG2 tox 15%, MmCpn inh -1% and A549 tox -10%.
For COc1ccc(-c2nc3cnccn3c2NC(C)(C)CC(C)(C)C)cc1O the results were Abeta rescue 4%, Akt phos inh inactive, Nrf2 activator 5.2%, TGFb inhibitor inconclusive, Nrf2 block 5%, CCT modulator -1.3, HepG2 tox -39%, MmCpn inh 0% and A549 tox 2%.
`O=C(CCS(=O)(=O)c1ccccc1)Nc1nc2c(s1)CCCC2` gave Abeta rescue 5%, Akt phos inh inactive, Nrf2 activator inconclusive, TGFb inhibitor -22%, Nrf2 block 20%, CCT modulator -2.2, HepG2 tox 1%, MmCpn inh 1% and A549 tox 3%.
Screening O=C(Nc1ccc(C(=O)O)cc1)/C(=C\c1ccccc1)NC(=O)c1ccc(Br)cc1 returned Abeta rescue -17%, Akt phos inh inactive, Nrf2 activator -0.3%, TGFb inhibitor 15%, Nrf2 block 13%, CCT modulator -1.1, HepG2 tox 4%, MmCpn inh -3% and A549 tox 0%.
`O=S(=O)(NCC1CCCO1)c1ccc2oc3ccc(S(=O)(=O)NCC4CCCO4)cc3c2c1` (stereo not drawn) gave Abeta rescue -15%, Akt phos inh inactive, Nrf2 activator 4.6%, TGFb inhibitor 1%, Nrf2 block 2%, CCT modulator -2.3, HepG2 tox -24%, MmCpn inh 0% and A549 tox -1%.
CC1CCN(C(=O)CSc2nnc(-c3ccc(S(=O)(=O)N4CCOCC4)cc3)n2C)CC1 was read as Abeta rescue -14%, Akt phos inh inactive, Nrf2 activator -0.3%, TGFb inhibitor 2%, Nrf2 block -10%, CCT modulator 0.5, HepG2 tox -13%, MmCpn inh 0% and A549 tox 3%.
Screening Cc1cccc(CCNC(=O)CCc2c(C)nc3ncnn3c2C)c1 returned Abeta rescue -10%&18%, Akt phos inh inactive, Nrf2 activator 0.7%&-0.8%, TGFb inhibitor 26%&21%, Nrf2 block 6%&-2%, CCT modulator 1.0, HepG2 tox -5%&5%, MmCpn inh 1% and A549 tox -2%&-2%.

Screening data: PubChem, National Center for Advancing Translational Sciences (NCATS)
